hcDAF12 agonist = H. contortus DAF-12 nuclear receptor activators, primary screen, cell-based, luminescence, HEK293, lit1-tk-luc reporter; HEK293 hcDAF-12 lit1-tk-luc reporter; 0% DMSO, 100% Δ7-dafachronic acid; activation, % at 6.8 µM; 1.4% of 370,000 active;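 active means activation above the mean of all tested compounds plus 3 SD, cut at about 5.5% in these data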;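 further: 100% = response to 3 µM Δ7-dafachronic acid high control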
hgDAF-12 ag = H. glycines DAF-12 receptor agonists, primary screen, cell-based, luminescence, HEK293, GAL4 fusion, UAS-luciferase; activation, % at 6.8 µM; AID 687014, 2013; HEK293 GAL4-hgDAF12 UAS-luciferase reporter, agonist luminescence; normalized to butyrate control; 1.8% of 370,000 active;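 active means activation above a cutoff set at the mean of all screened compounds plus 3 SD, cut at about 10% in these data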;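 further: 0% = DMSO wells and 100% = sodium butyrate wells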
SMARCA2 act = SMARCA2 (BRM) function activators, primary screen, cell-based, luminescence, high throughput. MG213 cells, MMTV-luciferase reporter, dexamethasone, overnight. activation, % at 9.1 µM. 1% of 370,000 active. AID 652017, 2013; in the data active means activation above about 7.8%;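 further: 0% = vehicle wells and 100% = reference activator wells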
DAX1 inh-1 = DAX1 (NR0B1) inhibitors on StAR promoter, primary screen, cell-based, luminescence, SF-1 (NR5A1), full-length DAX-1; HEK293T StAR-luciferase reporter, SF-1/DAX-1 repression relief; inhibition, % at 6.8 µM; 1.1% of 370,000 active; AID 652010, 2013;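 active means inhibition above the mean over all tested compounds plus 3 SD, cut at about 3.6% in these data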;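 further: 0% = DAX-1 cells with DMSO and 100% = cells lacking DAX-1 with DMSO; higher inhibition means more luminescence from relief of DAX-1 repression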
DAX1 inh-2 = DAX1 (NR0B1) inhibitors, primary screen, cell-based, HEK293, Gal4-DAX1, luciferase luminescence; inhibition, % at 6.75 µM; HEK293 Gal4-DAX1 luciferase reporter; 0.99% of 340,000 active; Nuclear receptor subfamily 0 group B member 1 (Homo sapiens), P51843; AID 504766, 2011;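 active means inhibition above the mean over all tested compounds plus 3 SD, cut at about 4.2% in these data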;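 further: 0% = DAX1-transfected cells with DMSO and 100% = empty-vector control cells with DMSO; inhibition shows as a rise in luminescence from relieved DAX1 repression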
Rev-erbA mod = modulators of Rev-erb alpha DNA binding, primary screen, biochemical, FITC-DNA, fluorescence polarization, uHTS; Nuclear receptor subfamily 1 group D member 1 (Homo sapiens), P20393; Rev-erbα–FITC-DNA binding, 90 min; activity, % at 10 µM; 0.79% of 370,000 active;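 active means activity above about 14%, limit read from the data; passing the limit was not always enough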;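 further: 0% = DMSO wells with 35 nM protein and 100% = DMSO wells with 750 nM protein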
Target sequence (P20393 whole entry, looked up): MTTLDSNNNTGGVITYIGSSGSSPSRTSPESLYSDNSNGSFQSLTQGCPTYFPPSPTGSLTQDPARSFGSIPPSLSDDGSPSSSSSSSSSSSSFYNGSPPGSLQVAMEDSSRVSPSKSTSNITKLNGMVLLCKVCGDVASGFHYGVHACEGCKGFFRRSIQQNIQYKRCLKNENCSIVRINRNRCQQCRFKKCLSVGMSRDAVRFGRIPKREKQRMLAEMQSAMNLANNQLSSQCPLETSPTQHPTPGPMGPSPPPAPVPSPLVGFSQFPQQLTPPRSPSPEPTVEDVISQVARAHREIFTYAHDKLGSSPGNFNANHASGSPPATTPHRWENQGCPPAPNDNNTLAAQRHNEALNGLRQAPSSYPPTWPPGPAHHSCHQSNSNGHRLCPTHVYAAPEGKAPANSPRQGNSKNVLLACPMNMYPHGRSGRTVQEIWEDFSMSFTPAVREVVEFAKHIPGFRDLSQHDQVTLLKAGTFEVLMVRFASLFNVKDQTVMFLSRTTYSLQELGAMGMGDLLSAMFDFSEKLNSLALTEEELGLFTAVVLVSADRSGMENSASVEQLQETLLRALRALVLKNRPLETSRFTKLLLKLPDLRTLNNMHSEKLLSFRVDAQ
FXN GAA850 act = FXN promoter activators, primary screen, cell-based, luciferase luminescence, HEK293 lucGAA850 | HEK293 lucGAA850 FXN promoter luciferase reporter, 24 h; percent of 10 µM SAHA response | activation, % at 6 µM | 0.56% of 360,000 active;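 active means activation above the average of all compounds screened plus 3 SD, cutoff fixed separately per campaign, cut at about 7.5% in these data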;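 further: 0% = DMSO wells and 100% = 10 µM SAHA wells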
PLCb3 inh = human PLC-beta3 inhibitors, primary screen, biochemical, fluorescence; 0.18% of 370,000 active; 1-phosphatidylinositol 4,5-bisphosphate phosphodiesterase beta-3 (Homo sapiens), Q01970; Purified PLC-beta3, fluorogenic substrate; inhibition, % at 12.2 µM; in the data active means inhibition above about 11%;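 further: 0% = median of compound wells on plate and 100% = full blocker control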
sPLA2-III inh = human group III sPLA2 inhibitors, primary screen, biochemical, QFRET, BODIPY PC-A2 liposome substrate; QFRET BODIPY PC-A2 liposome hydrolysis, fluorescence; inhibition, % at 12.2 µM; 0.56% of 370,000 active; AID 743126, 2013;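 active means inhibition above mean plus 3 SD of compounds lying within the high and low control bounds, cut at about 19% in these data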;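 further: 0% = median of test compound wells and 100% = no enzyme DMSO wells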
Target sequence (Q9NZ20 whole entry, looked up): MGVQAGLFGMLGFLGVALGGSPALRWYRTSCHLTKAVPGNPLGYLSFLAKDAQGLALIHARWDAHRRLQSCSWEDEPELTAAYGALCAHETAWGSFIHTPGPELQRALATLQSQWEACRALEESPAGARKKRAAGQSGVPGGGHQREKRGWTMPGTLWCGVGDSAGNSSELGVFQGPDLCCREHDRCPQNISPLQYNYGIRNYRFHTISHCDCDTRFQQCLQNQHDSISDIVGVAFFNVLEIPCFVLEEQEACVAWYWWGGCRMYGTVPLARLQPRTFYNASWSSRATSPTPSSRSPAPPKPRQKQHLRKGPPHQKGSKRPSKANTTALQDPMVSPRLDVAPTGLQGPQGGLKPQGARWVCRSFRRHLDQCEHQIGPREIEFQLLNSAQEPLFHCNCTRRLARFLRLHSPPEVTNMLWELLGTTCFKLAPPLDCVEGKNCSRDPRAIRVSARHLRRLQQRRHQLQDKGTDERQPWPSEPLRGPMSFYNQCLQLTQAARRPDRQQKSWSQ
PG9 binder = binders of HIV-1 gp120 antibody PG9, primary screen, biochemical, TR-FRET. HIV-1 gp120 / PG9 antibody interaction. AID 624416, 2012. inhibition, % at 6.7 µM. TR-FRET gp120-PG9 antibody binding. 0.43% of 360,000 active; in the data active means inhibition above about 8.5%
ssDAF-12 act = S. stercoralis DAF-12 nuclear receptor activators, primary screen, cell-based, luminescence, HEK293, GRIP1 co-expression, lit1-tk-luc. Nuclear hormone receptor DAF-12 (Strongyloides stercoralis). HEK293 ssDAF-12/GRIP1 lit1-tk-luc reporter; % of 3 µM dafachronic acid response. activation, % at 6.8 µM. 1% of 370,000 active. AID 652126, 2013;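 active means activation above the mean over all tested compounds plus 3 SD, cut at about 0.9% in these data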;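 further: 0% = DMSO-only wells and 100% = 3 µM delta7-dafachronic acid wells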
* marks the source's active call; other numbers are inactive results; i = inactive; nt = no result given.

SMILES	hcDAF12 agonist	hgDAF-12 ag	SMARCA2 act	DAX1 inh-1	DAX1 inh-2	Rev-erbA mod	FXN GAA850 act	PLCb3 inh	sPLA2-III inh	PG9 binder	ssDAF-12 act
Cc1nc(NCC2CC2)c2nnn(Cc3ccccc3)c2n1	0.0	0.6	-1	0.2	-0.2	5	3.5	-6	2	-1.1	-1.7
Cc1csc(SCc2ccc(C(=O)O)cc2)n1	-0.5	-1.1	1	0.3	-0.6	1	-0.9	-2	0	1.2	-0.3
CCn1ncc(Br)c1C(=O)Nc1sc2c(c1C(=O)OC)CCC2	-1.0	-0.5	-1	1.0	0.2	4	2.2	-2	15	0.1	-1.1
O=C(COC(=O)/C=C/c1ccco1)Nc1cc(S(=O)(=O)N2CCOCC2)ccc1Cl	-0.6	-3.0	-2	0.1	-0.4	8	1.9	-8	-2	-2.1	-1.9
CN(CC(=O)Nc1ccc(F)cc1)CC(=O)N1CCCCC1	1.0	2.7	-2	3.7*	-0.2	-5	0.0	-2	6	0.6	-0.3
CN(C(=O)c1ccccc1)C(=O)c1ccccc1	-0.1	0.3	3	0.2	-0.2	3	-2.2	2	-1	-0.8	-1.1
Nc1nc(SCC(=O)N2CCCc3ccccc32)[nH]c(=O)c1-c1ccccc1	4.5	1.9	11*	-0.9	1.6	2	0.9	-8	1	-1.4	-0.4
COc1ccc(C(=O)N/C(=C/c2cccnc2)C(=O)Nc2cccc(C(C)=O)c2)cc1OC	2.8	-1.4	-1	0.1	-1.3	5	0.8	-3	-1	-1.5	-1.3
CCN1CCN(C(=O)c2ccc(Sc3ccccc3Cl)c([N+](=O)[O-])c2)CC1	-3.1	0.7	3	-0.3	1.7	5	0.8	3	-9	0.4	-1.5
COc1ccc(NC(=O)C(c2ccccc2)n2c(=O)c(-c3cc4ccccc4[nH]3)nc3ccccc32)cc1 (stereo unspecified)	2.8	-0.1	-2	-0.2	nt	0	nt	i	-6	0.0	0.2
Cn1nc(C(=O)Nc2sccc2C(N)=O)ccc1=O	-1.2	1.0	0	0.1	0.8	4	1.1	6	5	-2.6	-0.2
O=C(O)C1CCC(CNS(=O)(=O)c2ccccc2)CC1 (stereo unspecified)	0.4	7.1	0	0.4	0.7	5	2.2	-2	2	0.0	-1.0
O=C(CSCc1ccc(Cl)cc1)NN=C1CCCCCC1	5.3	2.4	-2	0.5	-0.5	4	0.6	-3	-8	-2.7	0.1
Cc1cc(C)nc(N2CCN(c3nnnn3-c3ccccc3)CC2)n1	-2.4	1.5	0	0.4	-0.3	-1	-0.3	2	-2	-1.2	-1.1
CC(C)C[C@H]1CNC(=O)C(=O)N1C[C@H](Cc1ccc(O)cc1)NC(=O)Cc1ccccc1	0.6	-0.5	-5	0.1	nt	3	nt	1	12	0.2	0.1
COc1ccc(S(=O)(=O)N2CCC(C(=O)N[C@H](C(=O)NCc3ccco3)C(C)C)CC2)cc1	-1.3	3.3	0	-0.8	-0.2	10	0.4	-3	3	-3.2	-0.5
CN(C)C(=O)N1CCCC(C(=O)NCCc2ccccc2)C1 (stereo unspecified)	2.5	5.8	-1	0.2	-0.3	0	3.0	2	5	-2.4	-0.8
C[C@H]1COc2cc(Br)ccc2S(=O)(=O)N1Cc1cn(Cc2ccc(Br)cc2)nn1	3.0	1.2	-3	-0.9	nt	12	nt	0	3	nt	-1.7
COc1ccc(N2CC(C(=O)N[C@H](C(=O)NC3CCCCC3)C(C)C)CC2=O)cc1 (stereo partly specified)	0.6	-0.7	-3	0.5	2.0	0	-1.7	-3	10	2.5	-1.2
c1ccc(-c2nnc(SCc3nc4ccccc4[nH]3)n2Cc2ccco2)cc1	0.5	-1.0	-1	0.1	-1.7	-6	-1.5	-33	-1	0.8	-0.8
O=C(NNC(=O)C1CCN(Cc2ccccc2)CC1)c1cccs1	0.5	-0.2	1	0.6	0.8	2	1.8	1	1	0.7	-1.0
CCCCn1c(N)c(N(CCOC)C(=O)c2cc(CC)c(C)s2)c(=O)[nH]c1=O	0.9	0.5	-3	0.2	-2.1	-6	1.3	-11	9	0.7	-1.1
CC(C)NC(=S)N1CCN(c2ncccn2)CC1	-1.6	-1.7	0	0.1	1.7	0	2.2	-1	2	0.4	-1.6
Cc1cc(-c2n[nH]c(=S)n2/N=C/C=C/c2ccco2)n[nH]1	0.0	0.6	-3	0.8	1.7	0	0.3	-13	7	-0.7	-1.2
Cc1cc2oc(=O)cc(CSc3nnc(-c4cccs4)o3)c2cc1C(C)C	-2.4	-0.5	-3	-1.2	-0.9	-4	2.7	-33	-60	-3.4	-1.7
CCN(CC(=O)Nc1cc(Cl)ccc1OC)CC(=O)NC1CCS(=O)(=O)C1 (stereo unspecified)	0.8	-1.7	1	0.1	1.6	5	0.4	-5	-2	-2.3	-0.2
Cc1onc(-c2ccccc2)c1C(=O)N1CCC(C)CC1	-2.9	1.0	6	-0.3	-0.3	4	-2.3	-1	0	-2.1	-0.6
O=C(c1ccc(S(=O)(=O)Nc2ccccc2)cc1)N1CCCC(C(F)(F)F)C1 (stereo unspecified)	-0.8	-3.2	-3	-3.0	0.1	-4	0.6	-5	-11	0.6	-1.1
CC1CCCCN1C(=O)COC(=O)/C=C/c1ccc2ccccc2n1 (stereo unspecified)	-0.1	-0.7	1	-0.8	-1.2	-6	0.4	-8	-3	0.8	-1.1
CCc1ccc(-c2ccc(SCC(=O)NCC3CCCO3)nn2)cc1 (stereo unspecified)	-0.1	5.2	4	2.8	1.0	-4	5.4	-3	-1	1.8	-1.6
CC(OC(=O)c1cccc(N2C(=O)c3ccccc3C2=O)c1)C(=O)Nc1ccc(N(C)C)cc1 (stereo unspecified)	-0.2	-0.9	-2	-0.4	1.7	-5	-1.0	0	5	-3.0	-1.6
C#CCOc1nc2c(c(=O)n(C)c(=O)n2C)n1Cc1ccccc1	-2.0	-3.9	-4	-1.1	-1.3	-6	0.5	-5	-3	-1.0	-1.4
Cc1ccc(CNC(=O)CCc2ccc(S(=O)(=O)NCC(C)C)cc2)cc1	-3.0	-2.5	0	-0.6	-1.3	1	-1.6	0	-22	-0.2	-1.6
Cc1ccc2cccc(OCC(=O)N3CC(C)CC(C)C3)c2n1 (stereo unspecified)	-0.7	-2.4	-1	1.3	0.3	-6	1.2	-26	2	1.7	-1.1
Cc1oc(-c2ccc(Cl)cc2)nc1CN1CCCC(C(=O)N2CCN(C(=O)c3ccco3)CC2)C1 (stereo unspecified)	-4.1	-8.9	-2	-4.6	-1.9	0	-5.0	4	-10	2.3	-2.1
CCOC(=O)C1(Cc2ccccc2)CCN(Cc2cccc(C#N)c2)CC1	-1.5	3.2	-2	0.1	nt	-1	nt	3	3	nt	-1.3
C=CCN1C(=O)C(Cc2ccccc2Cl)SC1=Nc1ccc(C(=O)O)cc1 (stereo unspecified)	-1.6	-2.5	2	-0.3	0.7	-9	0.3	-10	-17	0.1	-1.7
C[C@H](NC(=O)NCc1ccc(F)cc1)C(=O)O	-0.4	0.3	-1	0.1	-0.9	0	0.8	1	9	-0.3	0.1
CN(c1cccc(NC(=O)c2ccc(C(C)(C)C)cc2)c1)S(C)(=O)=O	0.1	5.7	-1	-1.2	-2.7	-2	2.8	-7	-5	0.8	-1.5
COc1ccccc1CNC(=O)N/C=C/c1ccc(Cl)cc1	-1.3	3.1	-1	-0.1	-1.3	-2	1.1	2	-4	-1.7	-0.7
COc1ccc(-n2c(CCc3ccccc3)nnc2SCC(=O)NCc2ccccc2)cc1	-0.4	-1.2	-5	-0.4	0.7	-1	-2.0	-1	-18	4.2	-1.1
Cc1ccc(C(=O)NC(=S)Nc2ccccc2C(F)(F)F)cc1C	-1.4	0.4	1	0.1	-0.8	-5	1.2	2	9	-1.9	-1.0
CN1C(=O)/C(=N/OC(=O)c2ccccc2Br)c2ccccc21	-0.7	-0.5	2	0.1	0.7	-2	2.9	-1	-6	-2.1	-1.0
CC(=O)CC(=O)Nc1ccc(C(N)=O)cc1	1.0	4.4	-1	0.3	-0.1	3	0.2	-2	2	-0.4	-1.8
O=[N+]([O-])c1ccc2cn[nH]c2c1	8.3*	1.6	-1	-0.8	-0.2	2	1.6	3	-4	-2.1	0.2
C=CCn1c(CCC(=O)Nc2ccc(C)c(Cl)c2)nnc1SCC(=O)Nc1ccccc1C	-2.5	0.4	-3	-0.6	-0.1	4	4.5	2	-61	-1.0	-0.4
CCCc1cc(=O)n2[nH]c(NCc3cccs3)nc2n1	-1.5	1.6	2	-0.2	0.8	-5	-1.9	-1	2	-1.2	-1.2
Cc1c(NC(=O)CN2c3cccc4cccc(c34)S2(=O)=O)c(=O)n(-c2ccccc2)n1C	0.8	0.5	-2	0.2	0.0	4	0.9	-154	0	1.1	-0.4

The closing 4 records of the part before open the next one:
SMILES	hcDAF12 agonist	hgDAF-12 ag	SMARCA2 act	DAX1 inh-1	DAX1 inh-2	Rev-erbA mod	FXN GAA850 act	PLCb3 inh	sPLA2-III inh	PG9 binder	ssDAF-12 act
O=[N+]([O-])c1ccc2cn[nH]c2c1	8.3*	1.6	-1	-0.8	-0.2	2	1.6	3	-4	-2.1	0.2
C=CCn1c(CCC(=O)Nc2ccc(C)c(Cl)c2)nnc1SCC(=O)Nc1ccccc1C	-2.5	0.4	-3	-0.6	-0.1	4	4.5	2	-61	-1.0	-0.4
CCCc1cc(=O)n2[nH]c(NCc3cccs3)nc2n1	-1.5	1.6	2	-0.2	0.8	-5	-1.9	-1	2	-1.2	-1.2
Cc1c(NC(=O)CN2c3cccc4cccc(c34)S2(=O)=O)c(=O)n(-c2ccccc2)n1C	0.8	0.5	-2	0.2	0.0	4	0.9	-154	0	1.1	-0.4
CCOc1ccc(CC(=O)C2=C(N3CCOCC3)CC(C)(C)CC2=O)cc1OCC	-0.7	-2.3	-2	-0.1	-0.2	-2	-0.2	-6	1	0.5	-1.7
COc1ccccc1N1CCN(C(=O)C(C)NC(=O)c2ccco2)CC1 (stereo unspecified)	-1.6	-1.2	-1	0.5	0.4	-4	1.8	-3	7	-0.6	-0.9
S=C1SCN(Cc2cccnc2)CN1Cc1ccccc1	-1.2	-0.2	2	1.0	-1.1	-10	-2.7	-5	2	-0.8	-1.4
Cc1cc(=O)n2cccc(O)c2n1	-0.4	5.0	-2	-0.1	0.1	1	1.6	-313	3	-1.3	-1.2

Source: PubChem (several laboratories)

An unsorted share of the library; overall some 7% were active at least once.
